GAA spleen mod = inhibits or activates alpha-glucosidase in human spleen homogenate | Potency, µM (doses to about 79.9 µM), without a hit: at the top dose activity change, negative = inhibition, hits mostly inhibitors | human spleen homogenate, 4-MU-alpha-glucoside fluorescence | 240,000 compounds, 0.006% hits;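 note: 0% = enzyme with vehicle and -100% = no enzyme basal signal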
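Enzyme source: human spleen homogenate, 1 ug/well. Buffer 50 mM citric acid/K phosphate pH 5.0, 0.01% Tween-20. 4-MU-alpha-glucoside 1 mM; 37 C x 40 min; NaOH/glycine stop; fluorescence.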
Tau fibril FP = tau fibrillization inhibition (FP) | K18 P301L tau heparin fibrillization, Alexa594 FP, 6 h | 280,000 compounds, 0.39% hits | AID 1468 | Potency, µM (titrated, usually from 57.7 µM), for inactives: top-dose activity, negative = inhibition, hits mostly inhibitors; note: % is set by controls: 0 for no effect and ±100 for the full control effect; nearly all actives have a fitted effect of over 55% in size
Target sequence (P10636 561-689 P618L limits assumed): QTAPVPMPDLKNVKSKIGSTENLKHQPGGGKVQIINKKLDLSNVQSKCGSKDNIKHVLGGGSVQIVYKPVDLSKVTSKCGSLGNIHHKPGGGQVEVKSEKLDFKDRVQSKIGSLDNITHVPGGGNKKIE
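Steps: dispense K18 P301L tau (15 uM plus 0.24 uM Alexa 594 tracer, final) in pH 7 sodium acetate; add compound; add heparin (20 uM final); incubate 6 hr, 37 C; add ThT (30 uM final); after 1 hr ambient, read FP.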
aGal spleen mod = inhibits or activates alpha-galactosidase in human spleen homogenate; P06280; human spleen homogenate, 4MU-alpha-Gal fluorescence, 40 min; Potency, µM (titrated, usually from 80 µM), without a hit: at the top dose activity change, negative = inhibition, hits mostly inhibitors; 240,000 compounds, 0.008% hits; AID 2107;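 note: 0% = enzyme with vehicle and -100% = no enzyme basal signal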
Target sequence (P06280 32-429 limits assumed): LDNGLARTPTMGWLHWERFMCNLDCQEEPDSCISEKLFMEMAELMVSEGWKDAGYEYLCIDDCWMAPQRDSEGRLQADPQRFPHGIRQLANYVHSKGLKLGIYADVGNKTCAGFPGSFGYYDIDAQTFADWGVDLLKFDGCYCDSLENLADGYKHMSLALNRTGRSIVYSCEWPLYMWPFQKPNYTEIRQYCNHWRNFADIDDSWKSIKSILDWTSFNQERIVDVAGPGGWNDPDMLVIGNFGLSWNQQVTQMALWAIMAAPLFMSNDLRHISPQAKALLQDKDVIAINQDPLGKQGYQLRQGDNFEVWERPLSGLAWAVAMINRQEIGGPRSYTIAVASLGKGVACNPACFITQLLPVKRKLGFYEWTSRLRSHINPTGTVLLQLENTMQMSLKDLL
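Fluorogenic readout (Ex 365/Em 440 nm) of 4-methylumbelliferone released from 1 mM 4-MU-alpha-galactoside by spleen homogenate, 40 min at 37C, pH 5.0. Data normalized to no-enzyme and enzyme controls; Hill-equation AC50 from compound titrations.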
GAA inh = blocks human lysosomal alpha-glucosidase; purified human GAA, 4-MU-alpha-glucoside fluorescence; Potency, µM (titrated, usually from 76.9 µM), for the others: at the highest dose activity change, negative = inhibition, most hits filed as inhibitors; 200,000 compounds, 0.005% hits;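 note: plate controls were uninhibited enzyme wells for no effect and no-enzyme background for full effect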
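Human enzyme at 4 nM with 400 uM 4-methylumbelliferyl-alpha-D-pyranoside, citrate/phosphate buffer pH 5.0, 0.005% Tween-20, 20 min at room temperature. Compounds up to 77 uM. 4-MU fluorescence (Ex 365/Em 440) read after NaOH/glycine stop; AC50 from Hill fit.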
GAA glycogen mod = inhibitors or activators of human alpha-glucosidase glycogen cleavage; 300,000 compounds, 0.38% hits; AID 2100; recombinant GAA, glycogen substrate, Amplex Red glucose oxidase fluorescence; Potency, µM (highest dose often 76.4 µM), without a hit: at the top dose activity change, negative = inhibition, hits mostly inhibitors; P10253;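 note: 0% = full enzyme reaction and -100% = no-enzyme basal signal; the screen sought inhibitors and activators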
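Recombinant enzyme (4 nM final) with compounds titrated up to 77 uM and bovine liver glycogen (30 ug) in citrate pH 5.0, 0.01% Tween-20, 37 C 40 min. Released glucose detected by Amplex Red/glucose oxidase (Ex 573/Em 610); AC50 from Hill fits.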
HTT ATP protect = protects HTT-Q103 PC12 cells, measured by ATP | Potency, µM (doses to about 56.4 µM), for inactives: cytoprotection (ATP increase), actives largely listed as activators | 230,000 compounds, 0.14% hits | PC12 HTT-Q103 induced, cytoprotection, ATP luminescence, 40 h;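 note: % of control where 0% means no effect; nearly all actives have a fitted effect of over 45% in size; toxic huntingtin expression switched on by the ecdysone agonist tebufenozide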
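Compounds added alongside 100 nM tebufenozide, which induces toxic Q103 huntingtin exon 1-GFP in stable PC12 cells; surviving cells quantified by luminescent ATP measurement. Medium: phenol red-free DMEM, 5% equine and 5% calf serum.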
Tau fibril ThT = inhibitors of human tau fibril formation, thioflavin T binding | P10636 | recombinant tau K18 P301L, heparin-induced fibrillization, ThT fluorescence | 270,000 compounds, 2.1% hits | Potency, µM (titrated, usually from 57.4 µM), inactives show at the top dose activity, negative = inhibition, actives largely listed as inhibitors; note: % is set by controls: 0 for no effect and ±100 for the full control effect; nearly all actives have a fitted effect of over 55% in size
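In this qHTS, human K18 P301L tau is incubated with compound and heparin for 6 hr at 37 C, and Thioflavin T fluorescence then reports fibril load.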
Tau fluor cs = counter-screen for tau fibril formation inhibitors; tau K18 P301L (four-repeat tau fragment) Alexa594 fluorescence, heparin fibrillization; 280,000 compounds, 0.93% hits; Potency, µM (highest dose often 57.7 µM), for the others: at the top dose activity change, negative = decrease; AID 1463; note: % is set by controls: 0 for no effect and ±100 for the full control effect; nearly all actives have a fitted effect of over 55% in size
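Human K18 P301L tau (15 uM unlabeled plus 0.24 uM Alexa 594-labeled, final) in 100 mM sodium acetate pH 7 was mixed with compound and 20 uM heparin and incubated 6 hr at 37 C.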
* = called active by the depositor; u = inconclusive; x = not tested or not shown; [ ] = another dose, or the depositor's remark. Calls come from the whole dose curve; as a rule, active = well fitted curve in the direction sought with a large enough effect; inconclusive = small, poorly fitted or top-dose-only effect, or another doubt; inactive = no such curve, though single readings can be large; an effect the other way counts as inactive or inconclusive. Potency is the fitted concentration of half-maximal effect.

Letter code – A = GAA spleen mod; B = Tau fibril FP; C = aGal spleen mod; D = GAA inh; E = GAA glycogen mod; F = HTT ATP protect; G = Tau fibril ThT; H = Tau fluor cs
Cc1cccc(NC2=C(NC(=O)c3ccccc3)C(=O)c3ccccc3C2=O)c1
  A: 0%; B: -3%; C: 1%; D: -17%; E: 12%; F: -9%[10 µM]; G: u; H: -23%
O=C(c1cccc(Cl)c1)N1CCN(Cc2ccncc2)CC1
  A: -4%; B: 3%; C: -2%; D: 7%; E: -8%; F: -8%[10 µM]; G: -2%; H: 4%
CCSc1nnc(NC(=O)c2ccccc2)s1
  A: 9%; B: -10%; C: 7%; D: -3%; E: 4%; F: -24%; G: -10%; H: -20%
O=c1[nH]c2ccc(S(=O)(=O)N3CCCCC3)cc2o1
  A: -1%; B: -4%; C: 3%; D: -2%; E: -2%; F: -4%[1.9 µM]; G: -7%; H: -6%
CCOC(=O)c1cc2c(=O)n3ccccc3nc2n(CC2CCCO2)c1=NC(=O)c1ccc(C)cc1 (stereo unspecified)
  A: x; B: -10%; C: x; D: x; E: 2%[76.3 µM]; F: x; G: -12%; H: -14%
O=C(c1cc2ccccc2o1)N1CCCC1
  A: 9%; B: 3%; C: 11%; D: 7%; E: -4%; F: 0%[10 µM]; G: u; H: -12%
O=C(NNC(=O)c1ccc(F)cc1)C(=O)N1CCCCC1
  A: -2%; B: 8%; C: -3%; D: 1%; E: 1%; F: 24%[10 µM]; G: 5%; H: 2%
CC1CC(C)CN(S(=O)(=O)c2ccc(C(=O)Nc3sccc3C(N)=O)cc2)C1 (stereo unspecified)
  A: -1%; B: u; C: 2%; D: 7%; E: 0%; F: 2%[10 µM]; G: 9%; H: -13%
COc1ccc2cc3cc(C(=O)NCCc4ccc(OC)c(OC)c4)oc3nc2c1
  A: 1%; B: 0%; C: -13%; D: u; E: 16%; F: -1%; G: -5%; H: -7%
C/C(=N/NC(=O)CNC(=O)/C=C/c1ccco1)c1ccc(Cl)cc1
  A: -2%; B: 3%; C: -4%; D: 1%; E: 2%; F: -21%[10 µM]; G: 0%; H: -9%

Record cards (already shown). Order of screens: GAA spleen mod	Tau fibril FP	aGal spleen mod	GAA inh	GAA glycogen mod	HTT ATP protect	Tau fibril ThT	Tau fluor cs
Entry for CCSc1nnc(NC(=O)c2ccccc2)s1 = 9%	-10%	7%	-3%	4%	-24%	-10%	-20%
Entry for Cc1cccc(NC2=C(NC(=O)c3ccccc3)C(=O)c3ccccc3C2=O)c1 = 0%	-3%	1%	-17%	12%	-9%[10 µM]	u	-23%

Further structures:
Letter code – A = GAA spleen mod; B = Tau fibril FP; C = aGal spleen mod; D = GAA inh; E = GAA glycogen mod; F = HTT ATP protect; G = Tau fibril ThT; H = Tau fluor cs
O=c1c(-c2ccc(F)cc2)coc2c3c(ccc12)OCCO3
  A: -6%; B: -8%; C: 5%; D: -1%; E: 7%; F: 0%; G: -1%; H: -4%
Cc1ccc(Cl)cc1-n1c(=O)cc(N2CC(C)OC(C)C2)[nH]c1=O (stereo unspecified)
  A: 1%; B: -3%; C: -4%; D: u; E: 20%; F: -11%; G: -10%; H: 5%
Cc1ccc(C(=O)NC2CCN(C(=O)N3CCOCC3)CC2)cc1
  A: 6%; B: -11%; C: 14%; D: -9%; E: 6%; F: -5%[10 µM]; G: -4%; H: -5%
O=S(=O)(/N=C(/Nc1ccccn1)c1ccc(Cl)cc1)c1ccc(Cl)cc1
  A: -8%; B: -10%; C: 2%; D: 4%; E: 5%; F: -5%[10 µM]; G: -12%; H: -17%
O=C(CN1CCC(N2CCCCC2)CC1)N1CCCc2ccccc21
  A: -7%; B: u; C: -8%; D: 7%; E: 3%; F: 7%; G: -2%; H: 6%
CC(C)(C)NC(=O)C(c1cccs1)N(Cc1cccs1)C(=O)c1ccc(CN2CCOCC2)o1 (stereo unspecified)
  A: 8%; B: -1%; C: -4%; D: 3%; E: -15%; F: 1%; G: -7%; H: -3%
Cc1ccc(S(=O)(=O)n2nc(OC(=O)C3CCCCC3)cc2N)cc1
  A: -4%; B: -6%; C: u; D: -1%; E: 6%; F: -20%; G: u; H: -22%
COc1ccc(NC(=O)Nc2nnc(N3CCCCCC3)s2)cc1
  A: x; B: -11%; C: x; D: x; E: -9%[76.3 µM]; F: x; G: -6%; H: -8%
Cc1cccc[n+]1CC(=O)N1c2ccccc2Sc2ccccc21
  A: 2%; B: 5%; C: 2%; D: 0%; E: -9%; F: 7%[10 µM]; G: -13%; H: -7%
COc1ccc(Cn2c(=O)[nH]c3cc(C(=O)NC4CCN(Cc5ccccc5)CC4)ccc32)cc1
  A: -2%; B: -7%; C: -7%; D: 11%; E: 12%; F: x; G: -7%; H: -13%
COc1ccc(N2CC(C(=O)N/N=C/c3ccc([N+](=O)[O-])cc3)CC2=O)cc1 (stereo unspecified)
  A: 0%; B: -1%; C: 6%; D: -4%; E: 0%; F: 7%; G: u; H: -10%
CC1CC(O)(Cc2ccccc2)C(C)CN1C (stereo unspecified)
  A: -4%; B: 5%; C: 4%; D: 1%; E: 0%; F: -11%; G: -2%; H: -1%
COc1ccccc1C(=O)N1CCN=C1SCc1cccnc1
  A: -6%; B: 5%; C: 1%; D: 3%; E: 7%; F: 14%; G: -11%; H: 1%
O=C(CNS(=O)(=O)c1ccccc1)OCc1cccc([N+](=O)[O-])c1
  A: 11%; B: -6%; C: 1%; D: -1%; E: -2%; F: 9%[10 µM]; G: 11%; H: 4%
COc1ccc(Nc2nc(NCCO)nc(OC)n2)cc1
  A: 13%; B: 4%; C: 1%; D: -3%; E: -13%; F: 25%; G: -4%; H: 6%
Cc1ccc(Cl)cc1NC(=O)Cn1cc2c(n1)CCCCC2
  A: x; B: -8%; C: x; D: x; E: 16%[76.3 µM]; F: x; G: -11%; H: -19%
OCCC1CN(Cc2nc3ccccc3s2)CCN1C1CCCCC1 (stereo unspecified)
  A: -9%; B: -11%; C: 0%; D: x; E: 16%; F: 3%[10 µM]; G: -8%; H: -5%
CCCC(=O)Nc1ccc(C)c(O)c1
  A: -14%; B: -4%; C: 22%; D: -6%; E: 4%; F: 18%; G: -12%; H: -3%
CC1=NNC(=O)C1CCC(=O)N/N=C\c1cccc(Cl)c1 (stereo unspecified)
  A: 0%; B: 0%; C: 3%; D: -3%; E: u; F: 26%; G: 5%; H: 11%
COc1ccccc1Nc1ccc([N+](=O)[O-])cn1
  A: 0%; B: -1%; C: 4%; D: -7%; E: -6%; F: 3%[10 µM]; G: u; H: -14%
Oc1cccc2cnccc12
  A: -6%; B: -3%; C: 2%; D: x; E: -19%; F: 8%[10 µM]; G: -8%; H: -9%
COc1ccc(C(=O)CSc2nnnn2C)c(OC)c1
  A: 2%; B: -4%[2.34 µM]; C: 2%; D: u; E: -8%; F: 3%[10 µM]; G: 1%; H: 7%
CCCCC(=O)NC(Nc1ccc(C)cn1)(C(=O)OCC)C(F)(F)F (stereo unspecified)
  A: 1%; B: -1%; C: 3%; D: 2%; E: -10%; F: 13%; G: -14%; H: -5%
O=C(O)c1cccc(Nc2ncnc3ccccc23)c1
  A: -5%; B: -1%; C: 1%; D: 9%; E: 2%; F: -16%; G: -10%; H: -5%
N#CCn1c(C2CCCCC2)nc2ccccc2c1=O
  A: 3%; B: -13%; C: 1%; D: 0%[15.4 µM]; E: 12%; F: -30%; G: -10%; H: -16%
C=CCN(CC=C)CCOc1ccccc1F
  A: -1%; B: 3%; C: -6%; D: 8%; E: 4%; F: 5%[10 µM]; G: 8%; H: 5%
Cc1ccc(C)n1-c1nccc(-c2cccs2)n1
  A: 3%; B: -2%; C: u; D: u; E: -18%; F: -19%; G: -13%; H: -18%
CCOc1ccc(-c2csc(NC(=O)CSC3=NC(=O)CN3C(C)=O)n2)c2ccccc12
  A: 2%; B: 5%; C: -13%; D: 4%; E: 0%; F: 10%[10 µM]; G: u; H: -22%
C#CCOCCOCCOCCNc1nc(N2CCN(C(=O)[C@H](C(C)C)n3cc(CCO)nn3)CC2)nc(N2CCN(C(=O)[C@H]([C@@H](C)CC)n3cc(CCCN=C(N)N)nn3)CC2)n1
  A: -1%; B: -2%; C: -3%; D: 4%; E: 2%; F: x; G: 6%; H: -2%
CCCCOC(C)n1cc(F)c(=O)[nH]c1=O (stereo unspecified)
  A: -1%; B: 0%; C: 3%; D: -4%; E: 6%; F: -7%[10 µM]; G: 5%; H: 7%
FC(F)(F)c1ccc2c(c1)ncc1c(-c3ccccc3)nn(-c3ccccc3)c12
  A: x; B: -2%; C: x; D: x; E: -5%[76.3 µM]; F: x; G: -5%; H: -10%
Cc1c(C(=O)NCCc2ccc3c(c2)OCCO3)oc2ccccc12
  A: -12%; B: 0%; C: 11%; D: 5%; E: -6%; F: -12%; G: u; H: -25%
CCS(=O)(=O)Nc1ccc(C2=NN(C(C)=O)C(c3cccs3)C2)cc1 (stereo unspecified)
  A: u; B: 2%; C: u; D: u; E: 0%; F: -95%[inhibitor]; G: 3%; H: -6%
COc1ccc(S(=O)(=O)Nc2ccc3oc(C)c(C(=O)O)c3c2)cc1
  A: 6%; B: -15%; C: 4%; D: -7%; E: -14%; F: -16%; G: -8%; H: -10%
COc1cccc(C(=O)c2c(C)c(CCC#N)n3ccccc23)c1OC
  A: 0%; B: -8%; C: -7%; D: -13%; E: 0%; F: -22%; G: -7%; H: -12%
COc1cccc(C=NC=Nc2cccc(OC)c2)c1
  A: 8%; B: -8%; C: 5%; D: x; E: x; F: -2%; G: -20%; H: -19%
Cc1ccc(CCNC(=O)c2cc3c(=O)n(C)c4ccccc4c3n2C)cc1
  A: x; B: 3%; C: x; D: x; E: 17%[76.3 µM]; F: x; G: -7%; H: -4%
Cc1ccc(NS(=O)(=O)c2cccc(C(=O)Nc3cc(C)on3)c2)cc1
  A: 0%; B: -6%; C: -4%; D: 0%; E: 4%; F: x; G: 2%; H: -15%
CC1CN(C(=O)c2cccs2)CC(C)O1 (stereo unspecified)
  A: -2%; B: 0%; C: 0%; D: 6%; E: 9%; F: -25%; G: -6%; H: -12%
CCOc1ccc(C(=O)NCc2cccs2)cc1
  A: -5%; B: -2%; C: -4%; D: -14%; E: 4%; F: -27%; G: -3%; H: -1%

Screening data from PubChem.
